CHT block: inhibits the human high affinity choline transporter. CHT-expressing cells, membrane potential dye, choline response; active compounds read low. AID 488975. Q9GZV3. hit rate 0.86% among 310,000. B-score at 10 µM;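 active = B-score over 3 SD under the library average, and starting fluorescence ratio not unusually high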;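 note: choline stimulus applied at its EC90 after an EC20 pre-addition; B-score computed on integrated fluorescence ratio after choline addition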
Target sequence (Q9GZV3 whole entry, looked up): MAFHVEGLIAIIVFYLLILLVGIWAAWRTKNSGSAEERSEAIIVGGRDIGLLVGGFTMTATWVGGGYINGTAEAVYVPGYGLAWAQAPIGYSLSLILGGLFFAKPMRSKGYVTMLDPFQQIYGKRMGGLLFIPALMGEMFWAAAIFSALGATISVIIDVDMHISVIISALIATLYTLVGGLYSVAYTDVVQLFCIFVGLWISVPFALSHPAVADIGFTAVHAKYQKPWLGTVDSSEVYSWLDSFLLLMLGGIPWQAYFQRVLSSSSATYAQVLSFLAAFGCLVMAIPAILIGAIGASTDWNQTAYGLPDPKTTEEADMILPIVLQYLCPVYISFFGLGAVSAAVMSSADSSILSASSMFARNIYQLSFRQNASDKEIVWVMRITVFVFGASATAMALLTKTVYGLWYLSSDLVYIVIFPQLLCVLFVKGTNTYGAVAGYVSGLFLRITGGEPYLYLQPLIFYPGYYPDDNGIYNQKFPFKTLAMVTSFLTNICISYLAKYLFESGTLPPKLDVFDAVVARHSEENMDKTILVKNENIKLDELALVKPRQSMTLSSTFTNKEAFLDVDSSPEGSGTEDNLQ
CHT allo act: allosterically activates the human high affinity choline transporter; Q9GZV3; CHT-expressing cells, membrane potential dye, choline EC20; active compounds read high; LV-AA mutant CHT in HEK293 cells; B-score at 10 µM; hit rate 0.49% among 310,000; AID 488977;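 active = initial fluorescence not abnormally high and integrated response B-score, plate-corrected, over 3 SD above library mean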
The depositor's hits bear a star; i = inactive.

Under each structure: CHT block | CHT allo act
CC1CN(C(=O)CCC(=O)NCc2ccccn2)c2ccccc2O1 (stereo not given)
    i | i
CCC1CCCCN1C(=O)c1cc(COc2ccc(-n3cncn3)cc2)on1 (stereo not given)
    i | i
COC(=O)c1ccc(C(=O)OC)c(NC(=O)c2cnc3n(c2=O)CCS3)c1
    i | i
Cc1ccc(N2CC(C(=O)N3CCC(c4nc5ccccc5[nH]4)CC3)CC2=O)cc1C (stereo not given)
    i | i
COc1ccc(-c2csc(N(CC3CCCO3)C(=O)c3cccs3)n2)cc1 (stereo not given)
    i | i
Cc1ccc(S(=O)(=O)/N=C2\C=C(Nc3cccc(C(=O)O)c3)C(=O)c3ccccc32)cc1
    -5.9* | i
Cc1csc(NC(=O)CSc2nnc(C)n2Cc2ccco2)n1
    i | i
CCOc1ccc(N=C2NC(=O)CS2)cc1
    i | i
CCOC(=O)C1CCN(C(=O)c2cn(C)c(=O)c3cc(OC)c(OC)cc23)CC1
    i | i
N#Cc1ccccc1S(=O)(=O)N1CCN(S(=O)(=O)c2ccc(Br)c(C(=O)O)c2)CC1
    i | i
NS(=O)(=O)c1ccc(N2N=C(c3ccccc3)CC2c2ccc(F)cc2)cc1 (stereo not given)
    i | i
O=C(O)/C=C/C(=O)Nc1ccc(Cl)cc1C(=O)c1ccccc1
    i | i
CCOC(=O)c1c(C)[nH]c(C(=O)OCCOc2ccc(Cl)cc2)c1C
    i | i
N#CCCS(=O)(=O)c1nnnn1-c1ccccc1
    i | i
CCCCC1=CC2=CC(=O)C(C)(OC(=O)CC)C(=O)C2=CO1 (stereo not given)
    i | i
COc1ccc(C(=O)Oc2cccc(Nc3ncnc4ccccc34)c2)cc1OC
    i | i
COCCCNC(=O)C1CCCCN1S(=O)(=O)c1ccc(F)cc1 (stereo not given)
    i | i
COc1cccc(C(=O)NN=C2CCCC2)c1
    i | i
COc1ccc(/C=N/n2nnnc2N)c(OC)c1
    i | i
CCOc1ccc(CN2CCN(C(=O)c3cccc4ccccc34)CC2)cc1
    i | i
O=C(Cn1cnc2c(cnn2-c2ccc(F)cc2)c1=O)N1CCCc2ccccc21
    i | i
CCOC(=O)C(Cc1ccccc1)NS(=O)(=O)c1ccc(NC(C)=O)cc1 (stereo not given)
    i | i
Cn1c(CNC(=O)CNC(=O)Cc2ccccc2)cc(=O)n(C)c1=O
    i | i
C=CCn1c(Cc2cccs2)nnc1SCC(=O)Nc1ccc(OC)c(OC)c1
    i | i
CN(C)S(=O)(=O)c1ccc(C(=O)NCC(=O)N/N=C/c2cccs2)cc1
    i | i
CC(OC(=O)CSc1ccc([N+](=O)[O-])cc1)C(=O)NCc1ccccc1 (stereo not given)
    i | i
Cc1onc(-c2ccccc2Cl)c1C(=O)OCC(=O)c1ccccc1
    i | i
Cc1cccc(OCCC(=O)Nc2ccccc2C(N)=O)c1
    i | i
Cc1cccnc1NC(=O)C1c2ccccc2Oc2ccccc21
    i | i
Cc1ccc2[nH]c(=O)c(CN(Cc3cccs3)C(=S)NCC3CCCO3)cc2c1 (stereo not given)
    i | i

Four entries from above, comma-delimited:
mol,CHT block,CHT allo act
COCCCNC(=O)C1CCCCN1S(=O)(=O)c1ccc(F)cc1 (stereo not given),i,i
COc1cccc(C(=O)NN=C2CCCC2)c1,i,i
COc1ccc(/C=N/n2nnnc2N)c(OC)c1,i,i
CCOc1ccc(CN2CCN(C(=O)c3cccc4ccccc34)CC2)cc1,i,i

The listing picks up; the 4 compounds before the break are reprinted first.
Under each structure: CHT block | CHT allo act
Cc1onc(-c2ccccc2Cl)c1C(=O)OCC(=O)c1ccccc1
    i | i
Cc1cccc(OCCC(=O)Nc2ccccc2C(N)=O)c1
    i | i
Cc1cccnc1NC(=O)C1c2ccccc2Oc2ccccc21
    i | i
Cc1ccc2[nH]c(=O)c(CN(Cc3cccs3)C(=S)NCC3CCCO3)cc2c1 (stereo not given)
    i | i
O=C1c2ccccc2C(=O)N1CCOc1cccc(Br)c1
    i | i
CN(Cc1ccccc1)C(=O)COC(=O)C1CCN(S(=O)(=O)c2cccs2)CC1
    i | i
CCOc1ccc(CCNC(=O)COC(=O)c2cc(=O)[nH]c3ccccc23)cc1OCC
    i | i
CC1CCCCC1NC(=O)CCn1c(=O)sc2ccccc21 (stereo not given)
    i | i
CC(=O)/C(C(=N)N1CCN(C(c2ccccc2)c2ccccc2)CC1)=C(\C)O
    i | i
COc1ccccc1NC(=O)CC(NC1CCCCC1)C(=O)O (stereo not given)
    i | i
COc1ccc(CNC(=O)C2CCCN2C(=O)NCc2ccccc2)cc1 (stereo not given)
    i | i
COc1ccc(NC(=O)NC2(C(=O)N3CCCC(C)C3)CCCCC2)cc1 (stereo not given)
    i | i
Cc1cc(-c2ccccc2)[nH]c(=O)c1S(=O)(=O)c1ccc(Cl)cc1
    i | i
O=Cc1cccn1-c1ccc2ccccc2c1
    i | i
COc1cccc2c1nc(C)c1cc(C)oc12
    i | i
OCCC1CN(Cc2nc3ccccc3s2)CCN1C1CCCC1 (stereo not given)
    i | i
CCO[C@H]1OC(C(=O)NCc2ccccc2)=C[C@@H](C)[C@@H]1CCCO
    i | i
CCCn1c(C)cc(C(=O)CSc2nc3ccccc3c(=O)n2Cc2ccco2)c1C
    i | i
CCOC(=O)c1ccc(-n2ccnc2)c(NC(=O)c2ccc(C(C)(C)C)cc2)c1
    i | i
CCOC(=O)c1[nH]ncc1[C@@H]1C[C@H]2CN(Cc3cccc(Cl)c3)C(=O)[C@]23CCCN13
    i | i
CCSc1ccc2cc(OC)ccc2[n+]1CC
    i | 6.3*
Cc1ccc(S(=O)(=O)NCCCCCC(=O)Nc2cccc(C)c2)cc1
    i | i
Cc1noc(NS(=O)(=O)c2ccc(NC(=O)c3ccc(N4C(=O)c5ccccc5C4=O)cc3)cc2)c1C
    i | i
CCN(CC)S(=O)(=O)c1ccc(OC(C)C)nc1
    i | i
Cc1cc(C)n2nc(SCc3nnc(-c4cccs4)o3)nc2n1
    i | i
COc1ccc(C(=O)NCC(=O)OCc2ccc(Br)cc2)cc1
    i | i
Cc1sc2nc3ccc(N4CCCCC4)nn3c(=O)c2c1C
    i | i
Cc1ccccc1NC(=O)C1(NC(=O)c2cccc(N3C(=O)CSC3c3ccccc3)c2)CCCCC1 (stereo not given)
    i | i
Cc1cccc(CCN(CC(=O)NC2CCCCC2)C(=O)c2csnn2)c1
    i | i
Cc1ccccc1/C(N)=N/O
    i | i
CC(C)(C)n1nnnc1C(c1cccnc1)N1CCN(c2cccc(C(F)(F)F)c2)CC1 (stereo not given)
    i | 7.8*
CC1(C)CC(=O)C(Sc2nnc(-c3ccc(NS(C)(=O)=O)cc3)n2Cc2ccco2)C(=O)C1
    i | i
CCC1C(=O)Nc2ccccc2N1C(=O)c1ccc(Cl)nc1 (stereo not given)
    i | i
COc1ccc2sc(N(CCN(C)C)C(=O)/C=C/c3cccs3)nc2c1
    i | i

CHT block, what is marked active above.
Compound	CHT block
Cc1ccc(S(=O)(=O)/N=C2\C=C(Nc3cccc(C(=O)O)c3)C(=O)c3ccccc32)cc1	-5.9*

(list continues)
Under each structure: CHT block | CHT allo act
OC(c1nnc(-c2ccccc2)o1)c1cccs1 (stereo not given)
    i | i
CC(C)(C)SC(=O)CC1NS(=O)(=O)OCC1NC(=O)OCC(Cl)(Cl)Cl (stereo not given)
    i | i
Cc1ccc(N2C(=O)C(CN3CCOCC3)C2c2ccccc2)cc1 (stereo not given)
    i | i
Clc1ccc(OCCn2cnc(Cl)c2Cl)cc1
    i | i
O=C(O)c1nn(CC(=O)N2CCCCCC2)c(=O)c2ccccc12
    i | i
COc1ccc(S(=O)(=O)NCC2CCCN(C(=O)CC3CCCC3)C2)cc1 (stereo not given)
    i | i
OC[C@H]1OC(O)[C@H](O)[C@@H]1O (stereo not given in full)
    i | i
Cc1ccc(S(=O)(=O)Nc2cc(-c3nn(C)c(=O)c4ccccc34)ccc2N2CCOCC2)cc1
    i | i
CCOC(=O)c1c(C)noc1CP(=O)(c1ccccc1)c1ccccc1
    i | i
CCCCn1c(N)c(N(CCC(C)C)C(=O)c2cc(-c3ccco3)nc3ccccc23)c(=O)[nH]c1=O
    i | i
O=C(CCc1ccccc1)Nc1nccs1
    i | i
COCCn1c(SCC(=O)Nc2ccc(Cl)cn2)nnc1-c1ccncc1
    i | i
CCOCCCNC(=S)N1CCN(Cc2ccc3c(c2)OCO3)CC1
    i | i
CN(C)N=Nc1nc2c(c(=O)n(C)c(=O)n2C)n1CC1CO1 (stereo not given)
    i | i
Cn1nc(CC(=O)N2CCN(c3ccccc3)CC2)c2ccccc2c1=O
    i | i
O=C(CN(Cc1ccc(F)cc1)C(=O)CNS(=O)(=O)c1ccccc1)NCC1CCCO1 (stereo not given)
    i | i
FC(F)(F)c1cc(-c2ccccc2)nc(N2CCCCC2)n1
    i | i
Cc1cc(F)ccc1S(=O)(=O)NCC(c1cccnc1)N1CCc2ccccc21 (stereo not given)
    i | i
CN(NC1OC(=O)c2ccccc21)c1ncc(Cl)cc1C(F)(F)F (stereo not given)
    i | i
O=C(COCc1cc(-c2ccc3c(c2)OCO3)on1)N1CCN(c2ccccc2)CC1
    i | i
CC(=O)c1cccc(NC(=O)CC2SC(N3CCCCC3)=NC2=O)c1 (stereo not given)
    i | i
O=C(Cn1nnc(-c2cccs2)n1)N1c2ccccc2Sc2ccc(C(F)(F)F)cc21
    i | i
CC(=O)Nc1ccc(NC(=O)Cn2cnc3c(nnn3Cc3ccc(F)cc3)c2=O)cc1
    i | i
Cc1ccc(S(=O)(=O)C2(C(=O)Nc3ccc4c(c3)OCO4)CC2)cc1
    i | i
COc1cc(NC(=O)C(C)Oc2ccccc2)c(C(=O)O)cc1OC (stereo not given)
    i | i
CN(Cc1ccccc1)CC(O)COc1ccc(CNCc2cc3ccccc3s2)cc1 (stereo not given)
    -5.6* | i
COc1ccc(CN2CCNC(=O)C2CC(=O)NCCCC2CCCC2)c(C)c1C (stereo not given)
    i | i
NS(=O)(=O)c1ccc(NC(=O)CCC2CCCCC2)cc1
    i | i
CN1CCC(=NNC(=O)C(=O)NC2CCCCC2)CC1
    i | i
CCC(=O)c1cc(F)ccc1OCC(=O)N1CCN(c2ccc(F)cc2)CC1
    i | i
O=C(NC1CCCC1)C(=O)c1c[nH]c2ccccc12
    i | i
N#CC(C#N)=C1C=C2C=C(N3CCCCC3)CCC2CC1 (stereo not given)
    i | i
COc1cccc(/C=C2\SC(=N)N(c3ccc(F)cc3)C2=O)c1
    i | i
Nc1nc2n(n1)C(=O)CC(c1ccc(Cl)cc1)N2 (stereo not given)
    i | i
CCc1nnc(NC(=O)COc2ccc3c(c2)OCO3)s1
    i | i
Cc1nc2c(C(=O)NCc3ccco3)cnn2c(C)c1Cc1ccc(F)cc1Cl
    i | i
CCN(Cc1ccccc1)S(=O)(=O)c1ccc(S(=O)(=O)N2CCN(CCC#N)CC2)cc1
    i | i
COc1ccc(-c2[nH]ncc2CN2CCSCC2)c(OC)c1
    i | i
CC1=CC(C)(C)N(C(=O)CSc2nncn2C)c2ccccc21
    i | i
Cc1ccc(N=C2CSC(=O)N2)cc1
    i | i
CN(C)C(=O)C1OC(C)(C)OC1C(=O)N(C)C (stereo not given)
    i | i
C/C(=N\NC(N)=S)c1ccncc1
    i | i
O=C(NCc1ccccn1)C(=O)NN=C1CCCCCCC1
    i | i
COc1cccc(/C=N/NC(=O)c2ccc(N(C)S(=O)(=O)c3ccccc3)cc2)c1OC
    i | i
CC(C)N(c1ccccc1)c1ccc(NC(=O)CCl)cc1
    i | i
Cc1cc(C(=O)CSc2ccccc2)cc(C)c1O
    i | i
COc1ccc(NC(=O)c2cc(F)cc(F)c2)cc1Cl
    i | i
Cn1c(CNc2nc(-c3ccccc3)cs2)nnc1SCC(=O)N1CCc2ccccc21
    i | i
Cc1ccc(CNS(=O)(=O)c2ccc(-n3cnnn3)c(C)c2)cc1
    i | i
Cc1cc(NC(=O)c2cc(-c3ccc(Br)cc3)on2)no1
    i | i
Cc1csc(NC(=O)CCc2c(C)nc3cc(-c4ccc(Cl)cc4)nn3c2C)n1
    i | i
CCc1cccc(OCC(=O)Nc2ccc(C)c(S(=O)(=O)N3CCCCCC3)c2)c1
    i | i
Cc1ccc(C(C)NC(=O)c2ccc3c(c2)OCCO3)cc1C (stereo not given)
    i | i
CCOC(=O)C1CCCN(C/C(O)=C(\C#N)c2nc(-c3ccc(Cl)cc3)cs2)C1 (stereo not given)
    -5.7* | i
Cc1ccc(C)c(S(=O)(=O)Nc2ccc(C(=O)N3CCCCC3)cc2)c1
    i | i
O=C(CN1C(=O)NC2(CCc3ccccc32)C1=O)Nc1cccc(F)c1 (stereo not given)
    i | i
O=C(NC1CCN(C(=S)NCc2ccco2)CC1)c1ccc(F)cc1
    i | i
CC(=O)NC(CCS(C)(=O)=O)C(=O)Nc1ccc(C)c(F)c1 (stereo not given)
    i | i
CCCS(=O)(=O)N1CCN(CCCc2ccccc2)CC1
    i | i
CC(C)CC(=O)N1CCN(Cc2ccccc2[N+](=O)[O-])CC1
    i | i

Further entries follow:
Under each structure: CHT block | CHT allo act
CCOc1ccc(C(=O)Nc2ccc3c(c2)OCCO3)cc1
    i | i
CCOC(=O)c1cccc(NC(=S)NC(=O)c2cccnc2)c1
    i | i
Cc1ccc(/C=C2\C(=O)NC(=O)N2C)o1
    i | i
O=C(Nc1ccc(Cl)cn1)c1ccc(-c2cc(Cl)ccc2Cl)o1
    i | i
Cc1cc(NCCCN2CCOCC2)n2nc(C)c(-c3ccccc3)c2n1
    i | 9.7*
COc1ccc(OC)c(NC(=O)c2sc3ncnc(N4CCN(c5ccccn5)CC4)c3c2C)c1
    i | i
